EPAC2 ag: EPAC2 (human) agonism | EPAC2 activation, biochemical qHTS; response scale: 100% = 6.5 mM cAMP response | Potency, µM (highest dose often 154 µM), without a hit: top-dose activation, hits mostly activators | actives 0.079% (n = 360,000) | AID 720711; also: potency is read from the fitted curve at half-maximal effect; nearly all actives have a fitted effect of over 50% in size
Target sequence (Q8WZA2 whole entry, looked up): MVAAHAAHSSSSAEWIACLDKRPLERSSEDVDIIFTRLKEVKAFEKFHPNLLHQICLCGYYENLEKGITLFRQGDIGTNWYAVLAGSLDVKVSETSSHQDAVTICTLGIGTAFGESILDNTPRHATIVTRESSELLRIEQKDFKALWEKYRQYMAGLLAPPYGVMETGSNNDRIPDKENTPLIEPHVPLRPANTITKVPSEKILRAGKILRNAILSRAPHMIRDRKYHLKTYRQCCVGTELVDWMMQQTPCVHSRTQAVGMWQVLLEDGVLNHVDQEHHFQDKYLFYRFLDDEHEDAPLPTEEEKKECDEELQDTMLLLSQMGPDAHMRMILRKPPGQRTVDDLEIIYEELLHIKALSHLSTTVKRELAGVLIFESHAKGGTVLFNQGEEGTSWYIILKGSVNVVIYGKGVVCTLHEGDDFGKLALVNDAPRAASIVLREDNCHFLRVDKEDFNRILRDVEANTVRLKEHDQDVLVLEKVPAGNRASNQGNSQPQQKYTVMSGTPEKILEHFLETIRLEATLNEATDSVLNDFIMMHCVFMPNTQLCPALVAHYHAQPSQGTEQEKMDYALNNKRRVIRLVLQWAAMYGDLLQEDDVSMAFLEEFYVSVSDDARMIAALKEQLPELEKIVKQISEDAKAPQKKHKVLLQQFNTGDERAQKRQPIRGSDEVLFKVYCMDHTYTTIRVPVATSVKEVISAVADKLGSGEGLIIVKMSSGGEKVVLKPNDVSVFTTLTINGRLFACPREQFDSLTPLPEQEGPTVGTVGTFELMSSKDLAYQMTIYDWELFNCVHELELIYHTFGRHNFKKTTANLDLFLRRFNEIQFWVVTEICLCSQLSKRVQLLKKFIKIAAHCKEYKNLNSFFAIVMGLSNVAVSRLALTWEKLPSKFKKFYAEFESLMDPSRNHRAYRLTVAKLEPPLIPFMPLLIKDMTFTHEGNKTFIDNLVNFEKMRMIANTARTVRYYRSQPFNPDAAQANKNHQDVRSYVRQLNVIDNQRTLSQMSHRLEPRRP
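Compounds were titrated in qHTS against a Rap1B-BODIPY-GDP (250 nM) complex with EPAC2 (100 nM) and GDP (50 uM). BODIPY-GDP release tracked at 480/540 nm over 30 min at room temperature, normalized to 6.5 mM cAMP.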
DRD3 agonist: D3 dopamine receptor (human) agonism; P35462; D3R DiscoveRx beta-arrestin cells, luminescence, 90 min; max activation, %; actives 0.58% (n = 410,000); in the data active = max activation above about 30%; also: 0% is about no effect; mostly tested at two doses, the higher about 12 µM
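Agonist-mode cell screen: cells plated at 1500/well and incubated overnight at 37 °C, then exposed to library compounds for 90 min at 37 °C. Detection reagent was added for 30–60 min at room temperature, and luminescence was read.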
aSyn rescue: rescues yeast growth from alpha-synuclein toxicity; Yeast expressing alpha-synuclein, growth rescue, BacTiter-Glo, 24 h; Potency, µM (top dose mostly 46.1 µM), for inactives: at the highest dose growth rescue (activation), most hits filed as activators; actives 0.14% (n = 370,000); also: potency is read from the fitted curve at half-maximal effect; % of control where 0% means no effect; nearly all actives have a fitted effect of over 65% in size
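Galactose-induced alpha-syn yeast (OD600=0.02, raffinose-pregrown) + pinned cpd, 24 hr, 30 deg C; growth by BacTiter-Glo luminescence. Growth restoration scores as activation.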
TDP-43 yeast inh: rescues yeast growth from TDP-43 toxicity | TDP-43 expressing yeast growth rescue, BacTiter-Glo, 24 h | Potency, µM (series often up to 46.1 µM), inactives show top-dose growth rescue (activation), hits mostly activators | actives 1.8% (n = 410,000); also: potency is read from the fitted curve at half-maximal effect; % of control where 0% means no effect; nearly all actives have a fitted effect of over 50% in size
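Yeast expressing TDP-43 (pregrown in raffinose, seeded at OD600=0.02 in galactose medium) exposed to compounds 24 hr at 30 deg C. Growth read by BacTiter-Glo luminescence; rescue of toxicity appears as increased signal.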
FUS suppressor: suppressors of FUS proteinopathy in yeast. S. cerevisiae FUS-expressing, growth rescue, OD600, 24 h. Potency, µM (titrated, usually from 76.6 µM), for inactives: at the top dose growth rescue (activation), hits mostly activators. actives 0.24% (n = 390,000). AID 1347120;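 also: potency is read from the fitted curve at half-maximal effect; plate controls were DMSO vehicle for no effect and reference control for full effect; nearly all actives have a fitted effect of over 55% in size; some results filed as inactive show a strong effect at the top dose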
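Absorbance at 600 nm, taken 24hr after compound addition, measured rescue of FUS-yeast growth at 30C. Induction used 2% galactose with seeding at OD 0.005. Controls: CP55940 from 92uM final, DMSO only.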
EPAC2 antagonist: antagonists of human EPAC2; EPAC2 GEF exchange of Rap1B-BODIPY-GDP, fluorescence; Potency, µM (series often up to 114 µM), inactives show at the top dose activity, negative = inhibition, usual class: inhibitors; AID 720708; actives 0.18% (n = 360,000); also: potency is read from the fitted curve at half-maximal effect; % is scaled to controls: 0 for no effect and ±100 for the full control effect; nearly all actives have a fitted effect of over 45% in size; many of its hits are not listed in these tables
DRD3 antagonist: antagonists of human D3 dopamine receptor. D3R cells, DiscoveRx beta-arrestin luminescence, antagonist mode; active compounds read low. max response, negative = inhibition, %. actives 2.5% (n = 360,000). AID 652054; in the data active = max response below about -50%; inconclusive = no clear call, values can overlap the other calls; also: % is scaled to controls: 0 for no effect and ±100 for the full control effect; mostly tested at two doses, the higher about 12 µM
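Cells expressing the human receptor were seeded at 1500 cells/well, incubated overnight at 37 degrees C in 5% CO2, then exposed to library compounds with dopamine controls for 90 minutes at 37 degrees C before luminescent detection.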
Abeta rescue: A-beta toxicity reversal in yeast | yeast expressing A-beta42, growth rescue, OD600, 48 h; response scale: 0% DMSO, 100% iron-clioquinol control | Potency, µM (top dose mostly 46.1 µM), inactives show at the top dose growth rescue, usual class: activators | actives 0.063% (n = 410,000) | AID 1347071; also: potency is read from the fitted curve at half-maximal effect; nearly all actives have a fitted effect of over 55% in size
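Yeast A-beta toxicity model in growth medium with pinned compounds, 48 h at 30 C; growth read as absorbance at 600 nm. Normalized to FeCl3/clioquinol equimolar mix (positive) and DMSO (negative).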
Numbers without * were called inactive; ? = inconclusive; . = not tested or not shown; [ ] = dose if it differs, or a comment. Unless noted, calls follow the shape of the dose curve; as a rule, active = well fitted curve in the direction sought with a large enough effect; inconclusive = small, poorly fitted or top-dose-only effect, or another doubt; inactive = no such curve, though single readings can be large; an effect the other way counts as inactive or inconclusive.

1) CC(=O)c1ccc(Nc2nc3c(S(=O)(=O)c4ccccc4)nnn3c3ccc(Cl)cc23)cc1
2) COc1cc2c(cc1NC(=O)CN(C)Cc1ccc(OC)c(OC)c1)oc1ccccc12
3) OCCN1CCN(c2ncnc3c2cnn3-c2cccc(Cl)c2)CC1
4) Cc1nc2ncnn2c(C)c1Cc1cccc(C(F)(F)F)c1
5) CCc1cc(=O)oc2c(CNCc3ccccc3F)c(O)c(Cl)cc12
Compound | 1 | 2 | 3 | 4 | 5
DRD3 antagonist | . | 43.3 | . | -26.7 | 11.2
FUS suppressor | -7.8% | 12.8% | -25.8% | 13.6% | -9.5%
TDP-43 yeast inh | 0.0% | 10.1% | 4.8% | -6.6% | 11.9%
DRD3 agonist | 3.9 | 37.8* | 2.8 | -5.4 | -1.1
EPAC2 antagonist | . | -3.2% | . | -5.6% | 0.7%
aSyn rescue | . | 9.2% | . | -4.1% | 9.9%
Abeta rescue | -15.1% | -1.2% | -27.3% | -5.7% | -16.1%
EPAC2 ag | . | 14.5% | . | 6.8% | -2.7%

6) Cc1cccc(NC(=O)CN2C(=O)N/C(=C/c3cc(C)n(-c4ccncc4)c3C)C2=O)c1
7) CCCCNC(=O)CCSc1nc2nc(C)cc(C)n2n1
8) Cc1cccc(C(=O)OC(C)C(=O)Nc2ccc(S(=O)(=O)N3CCCC3)cc2)c1O (stereo unspecified)
9) COc1ccc(NC(=O)c2ccc(OC)cc2)cc1
10) COc1cc(CN(C(=O)Nc2ccccc2)c2ccccn2)cc(OC)c1OC
Compound | 6 | 7 | 8 | 9 | 10
DRD3 antagonist | -26.2 | 15.1 | -4.6 | 4.4 | .
FUS suppressor | 4.4% | 20.3% | ? | 21.9% | 6.4%
TDP-43 yeast inh | 3.0% | -19.4% | -9.7% | 2.5% | 12.4%
DRD3 agonist | -13.5 | -5.4 | -8.4 | 6.2 | 4.0
EPAC2 antagonist | -2.6% | -3.1% | -7.7% | -11.0% | .
aSyn rescue | -3.8% | 1.8% | -1.0% | 3.2% | .
Abeta rescue | 20.5% | -9.2% | -0.3% | ? | -14.4%
EPAC2 ag | -0.4% | 3.5% | 27.5% | 6.2% | .

11) O=C(COc1cccnc1[N+](=O)[O-])N1CCN(C(=O)c2ccco2)CC1
12) CSCCC(c1nc2ccccc2[nH]1)n1c(C)nc2ccccc21 (stereo unspecified)
13) CC(Nc1ccc(Cl)cc1)c1cc(Cl)ccc1O (stereo unspecified)
14) CCOC(=O)CSc1nc(C)c(C(C)=O)cc1C#N
15) O=c1c2oc3ccccc3c2ncn1Cc1ccccc1Cl
Compound | 11 | 12 | 13 | 14 | 15
DRD3 antagonist | -23.5 | -24.0 | -54.6* | 44.5 | ?
FUS suppressor | 14.1% | -10.7% | 1.2% | 1.7% | -6.7%
TDP-43 yeast inh | -4.2% | 7.5% | -12.0% | 2.0% | 15.2%
DRD3 agonist | -11.5 | 0.6 | -1.0 | 1.0 | -1.3
EPAC2 antagonist | -1.1% | 0.2% | -18.9% | 7.1% | 2.2%
aSyn rescue | -0.4% | -5.9% | -10.7% | . | 4.6%
Abeta rescue | 4.1% | -10.6% | -17.9% | 1.8% | 5.6%
EPAC2 ag | 5.2% | 6.0% | ? | 5.9% | 9.7%

16) CCCCn1nnnc1C(c1cc2ccccc2o1)N1CCN(C(=O)OC(C)(C)C)CC1 (stereo unspecified)
17) COc1ccccc1NC(=O)C1(c2ccccc2)CCCC1
18) COc1ccc(-c2nnc(SC(C(=O)c3c[nH]c4ccccc34)c3ccccc3)n2N)cc1OC (stereo unspecified)
19) C[n+]1c2n(c3ccccc31)N=C(c1cc(C(C)(C)C)c(O)c(C(C)(C)C)c1)CS2
20) Cc1ccccc1N1CC(C(=O)Nc2ccncc2)CC1=O (stereo unspecified)
Compound | 16 | 17 | 18 | 19 | 20
DRD3 antagonist | 0.0 | -7.8 | -10.3 | -13.5 | 6.8
FUS suppressor | 40.2% | -6.5% | 58.8% | 30.9% | 0.6%
TDP-43 yeast inh | -5.8% | -1.7% | -6.5% | -28.8% | -9.4%
DRD3 agonist | -7.4 | -1.0 | -8.9 | -10.8 | 5.3
EPAC2 antagonist | -27.0% | -10.2% | -4.4% | -7.0% | 14.3%
aSyn rescue | 13.0% | 10.0% | -0.3% | -35.6%[inhibitor] | -7.6%
Abeta rescue | -8.3% | ? | -6.0% | -45.9%[inhibitor] | 0.7%
EPAC2 ag | 13.3% | 13.8% | 9.6% | -4.0% | 3.6%

Given with each value named: entries from further up
(19) C[n+]1c2n(c3ccccc31)N=C(c1cc(C(C)(C)C)c(O)c(C(C)(C)C)c1)CS2
  DRD3 antagonist: -13.5	FUS suppressor: 30.9%	TDP-43 yeast inh: -28.8%	DRD3 agonist: -10.8	EPAC2 antagonist: -7.0%	aSyn rescue: -35.6%[inhibitor]	Abeta rescue: -45.9%[inhibitor]	EPAC2 ag: -4.0%

(20) Cc1ccccc1N1CC(C(=O)Nc2ccncc2)CC1=O (stereo unspecified)
  DRD3 antagonist: 6.8	FUS suppressor: 0.6%	TDP-43 yeast inh: -9.4%	DRD3 agonist: 5.3	EPAC2 antagonist: 14.3%	aSyn rescue: -7.6%	Abeta rescue: 0.7%	EPAC2 ag: 3.6%

New compounds follow
21) O=C1C=C(N(CCO)CCO)C2(CCCCC2)O1
22) CON1C(=O)C(=O)N(OC)C(C)(C)C1(C)C
23) CSc1nc(NS(=O)(=O)c2cc(Br)ccc2Br)cc(=O)[nH]1
24) CCCc1ccc(OCc2ccc(C(=O)N/N=C/c3cccc([N+](=O)[O-])c3)o2)c(OC)c1
25) CCCSc1ccc([C@H]2N[C@@](C)(C(=O)OC)[C@H]3C(=O)N(CC)C(=O)[C@@H]23)cc1
26) COc1ccc(OC)c(CN2CCN(C(=O)c3ccc(S(=O)(=O)Nc4ccccc4F)cc3)CC2)c1
27) O=C(CNC(=O)c1ccccc1)NCCCSc1ccccc1
Compound | 21 | 22 | 23 | 24 | 25 | 26 | 27
DRD3 antagonist | -5.4 | -5.4 | -4.9 | 15.1 | 0.0 | -14.3 | -15.3
FUS suppressor | 18.1% | -6.2% | 9.5% | -16.0% | -0.4% | -1.9% | 3.3%
TDP-43 yeast inh | 9.4% | -8.7% | -11.3% | 7.3% | -1.6% | -14.6% | 12.6%
DRD3 agonist | -10.4 | 1.7 | -4.8 | 6.0 | 1.8 | -10.7 | -1.6
EPAC2 antagonist | 7.5% | 10.3% | -8.6% | 10.5% | 1.0% | -9.7% | 0.2%
aSyn rescue | -3.7% | -3.7% | -2.0% | 5.2% | 2.1% | -6.4% | 8.6%
Abeta rescue | -4.4% | 4.3% | -4.9% | 1.0% | -4.8% | 1.5% | -5.8%
EPAC2 ag | -6.5% | 4.3% | 22.9% | -10.8% | 2.2% | 7.3% | 6.2%

A different layout for part of the listing above.
Each structure is followed by: DRD3 antagonist	FUS suppressor	TDP-43 yeast inh	DRD3 agonist	EPAC2 antagonist	aSyn rescue	Abeta rescue	EPAC2 ag
17. COc1ccccc1NC(=O)C1(c2ccccc2)CCCC1
    -7.8	-6.5%	-1.7%	-1.0	-10.2%	10.0%	?	13.8%
3. OCCN1CCN(c2ncnc3c2cnn3-c2cccc(Cl)c2)CC1
    .	-25.8%	4.8%	2.8	.	.	-27.3%	.
4. Cc1nc2ncnn2c(C)c1Cc1cccc(C(F)(F)F)c1
    -26.7	13.6%	-6.6%	-5.4	-5.6%	-4.1%	-5.7%	6.8%
12. CSCCC(c1nc2ccccc2[nH]1)n1c(C)nc2ccccc21 (stereo unspecified)
    -24.0	-10.7%	7.5%	0.6	0.2%	-5.9%	-10.6%	6.0%
11. O=C(COc1cccnc1[N+](=O)[O-])N1CCN(C(=O)c2ccco2)CC1
    -23.5	14.1%	-4.2%	-11.5	-1.1%	-0.4%	4.1%	5.2%
10. COc1cc(CN(C(=O)Nc2ccccc2)c2ccccn2)cc(OC)c1OC
    .	6.4%	12.4%	4.0	.	.	-14.4%	.

Source: PubChem BioAssay

Some of the compounds tested, so the mix of outcomes need not match the whole.
